Bfl-1 displacement: Bfl-1 inhibitors, primary screen, biochemical, fluorescence polarization, FITC-Bid, mouse (AID 432); FITC-Bid BH3 peptide fluorescence polarization displacement; higher % means a stronger effect; displacement, % at 20 µM, or IC50 in µM where a hit was titrated; hit rate 0.02% among 64,000; in the data active = a potency from the dose series; inactive = the rest, 99 in 100 with displacement below about 15%; note: strong numbers were not always called active
MK inhibit: S. pneumoniae MK inhibitors, primary screen, biochemical, PK/LDH-coupled NADH absorbance; inhibition, % at 10 µM; hit rate 0.48% among 65,000; purified MK, PK/LDH-coupled NADH absorbance 340 nm;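 active = ranked among the strongest by inhibition in the single 10 µM screen, a fixed top-ranked set picked for dose follow-up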; note: no value below 0 was filed
PMK inhibit: S. pneumoniae PMK inhibitors, primary screen, biochemical, mevalonate pathway, pilot trial included | phosphomevalonate kinase (Streptococcus pneumoniae D39) | purified PMK, PK/LDH-coupled NADH absorbance 340 nm | inhibition, % at 10 µM | hit rate 0.49% among 65,000 | AID 539, 2006;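 active = top-ranked compounds by inhibition in the single 10 µM screen, taking a fixed number of the strongest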;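 note: 0% = full reaction with DMSO carrier and 100% = background rate without enzyme reaction; no value below 0 was filed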
KRASV12 cytotoxicity: cytotoxicity in KRAS-transformed pancreatic duct cells, primary screen, cell-based, fluorescence, HTS (AID 431); HPDE-C7K KRASV12 cells, Alamar Blue viability, 48 h; higher % means a stronger effect; cytotoxicity, % at 10 µM, or EC50 in µM where a hit was titrated; hit rate 1.7% among 63,000;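 active = compounds whose percent cytotoxicity in the single-dose primary screen, scaled between solvent and toxic-drug controls, exceeds 50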;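 note: 0% = DMSO solvent wells and 100% = doxorubicin-treated wells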
TNAP inhibition: human TNAP enzyme inhibitors, biochemical, luminescent (AID 518) | Alkaline phosphatase, tissue-nonspecific isozyme (Homo sapiens) | purified TNAP enzyme, luminescent substrate readout; higher % means a stronger effect | inhibition, % at 20 µM; hits with a dose series show IC50 in µM | hit rate 0.09% among 64,000; in the data active = a potency from the dose series; inactive = the rest, 99 in 100 with inhibition below about 22%;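 note: plate controls were vehicle for no effect and reference inhibitor for full effect; many of its hits are not listed in these tables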
HT1080 cytotoxicity: cytotoxicity in HT1080 fibrosarcoma cells, cell-based, fluorescence readout (AID 620); HT1080 viability, fluorescence; higher % means a stronger effect; one-dose cytotoxicity, % at 10 µM; EC50 in µM for titrated hits; hit rate 0.42% among 87,000;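 note: cells exposed to compound overnight then 4 h with Alamar Blue; 0% = vehicle DMSO and 100% = killing control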
LYP inhibition: LYP phosphatase inhibitors, primary screen, biochemical, DiFMUP fluorescence, recombinant catalytic domain, 10 µM (AID 606) | Tyrosine-protein phosphatase non-receptor type 22 (Homo sapiens) | recombinant LYP catalytic domain, DiFMUP fluorescence; higher % means a stronger effect | one-dose inhibition, % at 10 µM; IC50 in µM for titrated hits | 52,000 tested, under 10 active;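 active = IC50 under 40 µM in the dose-response test; inactive = IC50 of 40 µM or more, or never dose-tested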
DPM-DC inhibit: S. pneumoniae DPM-DC inhibitors, primary screen, biochemical, PK/LDH-coupled NADH fluorescence | diphosphomevalonate decarboxylase (Streptococcus pneumoniae D39) | purified DPM-DC | hit rate 0.49% among 65,000 | calls only at 10 µM;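 active = the 320 compounds with the highest percent inhibition in the single-dose primary screen, excluding strongly autofluorescent ones, cut at about 32% in these data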;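 note: kinetic rate of NADH fluorescence loss reporting ADP formed by the decarboxylase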
HPDE-C7 viability: cytotoxicity in HPDE-C7 cells, cell-based, fluorescence, HTS (AID 430) | hit rate 1.8% among 63,000 | HPDE-C7 pancreatic duct cells viability, fluorescence; higher % means a stronger effect | cytotoxicity, % at 10 µM; hits with a dose series show EC50 in µM;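 note: cells exposed to compound for 48 hours before viability readout; 0% = vehicle and 100% = reference cytotoxic drug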
PMK inhibit pilot replicates: further read-out of PMK inhibit, marked with its call; inhibition, %; measured here: pilot screen replicates
MK inhibit pilot replicates: further read-out of MK inhibit, marked with its call; inhibition, %; measured here: pilot screen replicates
DPM-DC inhibit pilot screen %: further read-out of DPM-DC inhibit, marked with its call; inhibition, %; measured here: pilot screen trials
* = called active by the depositor; i = inactive; · = no result given. Cut-off read from the data, not from the text of the source, unless noted: active = cytotoxicity above about 50%; inactive = the rest. Rows were taken by chance; any-hit rate near 3.4%.

SMILES	Bfl-1 displacement	MK inhibit	PMK inhibit	KRASV12 cytotoxicity	TNAP inhibition	HT1080 cytotoxicity	LYP inhibition	DPM-DC inhibit	HPDE-C7 viability	others
CCS(=O)(=O)N1CCC(C(=O)NCCCN2CCCC2)CC1	-0.8%	1.0	3.0	1.9%	4.2%	-2.3%	·	i	-3.6%
O=c1c2ccccc2cnn1-c1nc2ccccc2s1	-2.3%	0.0	13.0	12.4%	12.2%	-2.5%	-2.5%	·	10.8%	PMK inhibit pilot replicates=5.0;MK inhibit pilot replicates=0.0
CS(=O)(=O)N1CCC(NC(=O)Cc2ccccc2)CC1	-0.5%	0.0	11.0	-2.1%	4.7%	2.7%	10.6%	i	-4.8%
C/C(N)=C(/C#N)C(=O)COC(=O)c1cc(C)n(-c2ccc(F)cc2)c1C	1.3%	1.0	11.0	-3.0%	9.3%	9.6%	-3.2%	i	7.2%	PMK inhibit pilot replicates=3.0;MK inhibit pilot replicates=0.5;DPM-DC inhibit pilot screen %=3.0
Cn1c(=O)c2c(ncn2CC(=O)N(Cc2ccccc2)c2ccccn2)n(C)c1=O	-0.6%	0.0	12.0	-7.8%	9.2%	-8.1%	·	i	-10.5%
CC(C)(C)OC(=O)N1CCC[C@H]1c1nnc(SCc2ccc(Cl)cc2Cl)o1	1.8%	6.0	13.0	-8.2%	9.6%	-10.2%	4.6%	i	-6.6%
C=CCOn1c(=O)c(C)[n+]([O-])c2ccccc21	-3.4%	0.0	5.0	8.1%	10.4%	-2.4%	·	i	0.5%
COc1ccccc1CN1C(=O)[C@@H]2C(CC(N)=O)NC3(C(=O)Nc4c3ccc(Cl)c4C)[C@@H]2C1=O (stereo not given in full)	-8.4%	10.0	2.0	-10.5%	7.3%	-17.1%	·	i	-13.7%
Cc1noc(C)c1COc1ccc(C(=O)OCC(=O)NC(=O)C2COc3ccccc3O2)cc1 (stereo not given)	6.8%	0.0	9.0	9.6%	13.0%	-3.2%	8.0%	i	-3.2%
O=C(Cn1cnc2c(nnn2Cc2ccccc2)c1=O)N1CCN(c2ccccc2)CC1	1.7%	1.0	0.0	6.7%	3.6%	1.3%	10.3%	i	12.0%
COc1ccc(C(C)(C)C)cc1NC(=O)COC(=O)c1cnc(C)cn1	-3.1%	13.0	1.0	6.5%	3.9%	7.4%	·	i	0.3%
O=P(O)(CN1CCCCC1)C1CCCCC1O (stereo not given)	-1.4%	2.0	3.0	2.7%	6.2%	3.0%	·	i	0.1%
O=C(O)Cn1nnc(-c2cccs2)n1	2.1%	12.0	6.0	6.2%	3.5%	-3.7%	11.1%	i	-3.7%
COc1ccc(S(=O)(=O)NC2CC3CCC2C3)cc1Cl (stereo not given)	0.2%	6.0	1.0	5.0%	8.6%	-4.5%	15.2%	i	-2.1%
O=c1c2ccccc2[nH]c(=S)n1CCCN1CCN(C2CCCCC2)CC1	-3.6%	0.0	0.0	-3.6%	2.2%	7.4%	14.8%	i	3.3%
CS(=O)(=O)N(CC(=O)NC1CC1)c1cccc(F)c1	-2.3%	4.0	6.0	19.1%	10.0%	12.1%	0.9%	i	-4.2%	PMK inhibit pilot replicates=4.0;MK inhibit pilot replicates=1.0;DPM-DC inhibit pilot screen %=0.0
CCCc1n[nH]c(=O)[nH]1	0.9%	3.0	2.0	-25.8%	7.1%	-6.2%	11.6%	i	-13.8%
CCOC(=O)c1ccc(NC(=O)Cn2nnc(-c3ccccc3)n2)cc1	-4.9%	2.0	10.0	-4.0%	14.8%	-3.8%	5.7%	i	-6.4%
Cn1c(SCc2nc3ccccc3n2CCO)nc2ccccc21	0.0%	10.0	5.0	12.3%	2.6%	-12.2%	·	i	14.7%
N#Cc1c(-c2ccco2)nc(SCc2ccc(F)cc2)[nH]c1=O	-7.6%	2.0	6.0	68.9%*	7.9%	2.7%	6.2%	i	54.3%*
Fc1ccccc1CSc1nnc(-c2cnccn2)n1Cc1ccco1	-0.1%	10.0	0.0	1.5%	23.0%	-3.5%	-21.5%	i	-1.4%
Cc1nc(SC2C=CS(=O)(=O)C2)n[nH]1 (stereo not given)	0.4%	0.0	11.0*	-7.9%	24.8%	0.2%	-15.5%	i	-13.1%	PMK inhibit pilot replicates=11.5*;MK inhibit pilot replicates=2.0;DPM-DC inhibit pilot screen %=2.5
CCOc1ccc2cc(C#N)c(SCC(=O)NC(C)CC)nc2c1 (stereo not given)	-8.1%	5.0	0.0	·	10.7%	29.6%	7.7%	i	·
N#CC1=C2SCN(c3ccc(F)cc3)CN2C(=O)CC1c1cccc(F)c1 (stereo not given)	-3.1%	2.0	8.0	1.2%	9.7%	14.7%	-0.1%	i	-6.4%
CCCCNC(=O)C1CCN(S(=O)(=O)c2cnc[nH]2)CC1	-8.1%	6.0	19.0	-12.3%	0.1%	6.5%	·	i	-6.2%
SMILES	Bfl-1 displacement	MK inhibit	PMK inhibit	KRASV12 cytotoxicity	TNAP inhibition	HT1080 cytotoxicity	LYP inhibition	DPM-DC inhibit	HPDE-C7 viability	others
O=S(=O)(c1cccs1)N1CCN(C/C=C/c2ccccc2)CC1	1.0%	14.0	2.0	-3.2%	17.3%	5.2%	2.9%	i	-17.9%	PMK inhibit pilot replicates=4.5;MK inhibit pilot replicates=4.5;DPM-DC inhibit pilot screen %=0.0
CCOC(=O)c1cccc(NC(=O)Cn2c(CC(=O)NC)nc3ccccc32)c1	-8.9%	0.0	15.0	-4.3%	18.1%	-1.9%	-2.2%	i	-10.5%
CCOC(=O)c1csc(NC(=O)CSc2nnc(C3CC3)n2C)n1	-3.4%	5.0	15.0	-2.4%	6.9%	2.8%	·	i	-17.1%
CC1Cc2ccccc2N1C(=O)CSc1nnc(CSc2ncccn2)n1C (stereo not given)	-4.4%	10.0	10.0	-1.7%	7.2%	-1.5%	11.1%	i	8.3%
CCN(CC)CC(=O)Nc1ccc2c(c1)Nc1ccccc1CC2	2.5%	9.0	10.0	44.6%	10.6%	1.1%	9.0%	i	42.4%
CC(C)C(C(=O)C=[N+]=[N-])N1C(=O)c2ccccc2C1=O (stereo not given)	-3.9%	8.0	5.0	-20.5%	9.8%	21.5%	6.9%	i	-27.3%
Cc1cc(NC(=O)c2ccc(Br)c(S(=O)(=O)N3CCCC3)c2)no1	-5.2%	0.0	0.0	7.2%	12.1%	-3.2%	-0.8%	i	1.6%
CCOC(=O)c1ccc(NCc2nc3ccccc3[nH]2)cc1	3.8%	4.0	6.0	17.5%	10.8%	3.2%	0.0%	i	4.8%	PMK inhibit pilot replicates=1.0;MK inhibit pilot replicates=6.5;DPM-DC inhibit pilot screen %=4.5
O=C(Nc1ccon1)c1csc2ccccc12	1.4%	11.0	13.0	13.6%	4.5%	1.1%	21.6%	i	3.4%
Cc1ccc(S(=O)(=O)N2CCC(N3CCCCCC3)CC2)cc1	-1.8%	45.0*	0.0	44.7%	4.2%	-20.2%	·	i	31.2%
Cc1ccc2[nH]c3c(NCc4ccco4)ncnc3c2c1	-3.2%	4.0	1.0	24.5%	5.7%	-1.3%	9.4%	·	21.0%
OCCN1CCN(C(=S)c2ccc(Cl)c(Cl)c2)CC1	2.9%	14.0	8.0	·	13.9%	0.8%	1.7%	i	·
O=C(O)C(CCCCN1C(=O)c2ccccc2C1=O)N1C(=O)c2ccccc2C1=O (stereo not given)	11.5%	5.0	0.0	-1.5%	10.6%	-6.5%	11.3%	i	-2.1%
COc1ccc(OC)c(NC(=O)CCN2CCN(Cc3ccccc3)CC2)c1	-0.9%	10.0	8.0	7.3%	14.0%	-0.7%	2.0%	i	0.1%
O=C(Oc1cccc2cccnc12)c1cccc(-n2cnnn2)c1	6.0%	16.0	5.0	23.3%	1.9%	24.4%	7.5%	i	20.3%	PMK inhibit pilot replicates=6.5;MK inhibit pilot replicates=0.0;DPM-DC inhibit pilot screen %=0.0
CCN(CC(F)(F)C(F)F)S(=O)(=O)c1ccc(NC(=O)OC)cc1	-7.6%	0.0	9.0	-9.1%	-4.3%	-1.1%	11.2%	i	-6.4%
Cc1ccc(-c2noc(CCC(=O)N(C)c3ccccc3C)n2)cc1	-13.0%	4.0	12.0	-9.4%	10.2%	-8.2%	3.2%	i	2.9%
Brc1ccc(CSc2nnc(Cc3c[nH]c4ccccc34)o2)cc1	-4.7%	5.0	0.0	13.4µM*	19.5%	-2.2%	14.9%	i	14.2µM*
COc1cc2c(cc1OC)C(/C(C#N)=N\O)=NC(C)(C)C2	6.4%	3.0	5.0	7.0%	11.1%	-8.8%	·	i	13.0%	PMK inhibit pilot replicates=6.5;MK inhibit pilot replicates=0.0;DPM-DC inhibit pilot screen %=0.0
CNC(=O)Nc1cccc(NC(=O)NC)n1	-4.2%	4.0	9.0	-8.1%	8.5%	3.1%	-6.5%	i	7.4%
